PvdQ inh = P. aeruginosa PvdQ acylase inhibitors, primary screen, biochemical, fluorescence, plate reader and imaging, single point. inhibition, % at 10 µM. actives 0.063% (n = 340,000). AID 488965, 2010. PvdQ acylase [Pseudomonas aeruginosa LESB58]. purified PvdQ acylase; in the data active = inhibition above about 30%, passing the limit was not always enough;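 note: 0% = vehicle neutral wells and 100% = reference inhibitor wells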
NSD2 inh = NSD2 histone methyltransferase inhibitors, primary screen, biochemical, AlphaScreen, single concentration, set 2 | Histone-lysine N-methyltransferase NSD2 (Homo sapiens), O96028 | NSD2 peptide methylation, 120 min | inhibition, % at 12.5 µM | actives 0.54% (n = 310,000) | AID 743445, 2014; in the data active = inhibition above about 50%
Rtt109 HAT inh = inhibitors of C. albicans Rtt109/Vps75 HAT, primary screen, biochemical, ThioGlo CoA-SH fluorescence, plate reader | Histone acetyltransferase RTT109 (Candida albicans (strain SC5314 / ATCC MYA-2876)), … | purified Rtt109/Vps75, 4 h | inhibition, % at 34.9 µM | actives 0.16% (n = 330,000);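 active = inhibition of at least 50% in every replicate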
MITF TRPM1 HTS = activators of MITF-driven TRPM1 promoter reporter, primary screen, cell-based, SK-MEL-5, luciferase, single point | SK-MEL-5 TRPM1-promoter luciferase, 24 h; % of positive control, neutral wells = 0 | AID 588334, 2011 | activation, % at 12.5 µM | actives 0.75% (n = 300,000);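 active = mean activation of at least 80% with every replicate also reaching 80%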;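 note: 0% = neutral control wells and 100% = parthenolide positive control wells; values of inactives mirror those of a sister screen read the other way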
SR-BI uptake up = activators of SR-BI mediated DiI-HDL uptake, primary screen, ldlA[mSR-BI] CHO cells, DiI fluorescence; 3 h; 100 = double the neutral-control signal; activation, % at 12.5 µM; actives 0.096% (n = 320,000);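 active = mean replicate activation of at least 60% and every replicate at or above 60%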;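 note: 0% = median plate neutral-control signal and 100% = twice that signal; values of inactives mirror those of a sister screen read the other way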
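Assay system: CHO ldlA[mSR-BI] cells, LDL receptor-null, SR-BI overexpressing; medium: Ham's F12 with 0.5% BSA, HEPES 25 mM, pH 7.4; also added: DiI-HDL 10 µg/mL; timing: 3 h uptake period with compound, 37 °C; signal: DiI fluorescence, bottom read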
SR-BI DiI inh = inhibitors of SR-BI mediated HDL lipid uptake, primary screen, ldlA[mSR-BI] cells, fluorescence, single point; ldlA[mSR-BI] CHO cells, DiI-HDL uptake fluorescence, 3 h; inhibition, % at 12.5 µM; actives 0.96% (n = 320,000);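 active = mean replicate inhibition of at least 70% and a set share of replicates each scoring 70 or more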;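 note: 0% = median of neutral control wells and 100% = median of positive control wells; values of inactives mirror those of a sister screen read the other way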
Target sequence (Q61009 whole entry, looked up): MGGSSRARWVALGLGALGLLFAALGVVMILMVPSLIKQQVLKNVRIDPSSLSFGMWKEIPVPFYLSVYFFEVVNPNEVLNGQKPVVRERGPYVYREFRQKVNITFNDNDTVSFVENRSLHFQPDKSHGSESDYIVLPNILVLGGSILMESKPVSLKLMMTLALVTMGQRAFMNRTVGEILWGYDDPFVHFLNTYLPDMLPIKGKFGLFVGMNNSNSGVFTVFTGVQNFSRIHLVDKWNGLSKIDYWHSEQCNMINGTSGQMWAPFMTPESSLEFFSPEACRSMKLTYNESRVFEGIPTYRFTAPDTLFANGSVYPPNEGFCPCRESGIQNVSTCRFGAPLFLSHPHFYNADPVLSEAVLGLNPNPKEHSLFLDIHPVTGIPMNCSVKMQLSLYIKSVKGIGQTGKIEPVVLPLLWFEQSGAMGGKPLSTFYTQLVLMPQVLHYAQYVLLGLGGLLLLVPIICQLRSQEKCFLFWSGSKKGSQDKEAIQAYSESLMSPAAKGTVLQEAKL
dFosB act = activators of delta FosB homodimer, primary screen, biochemical, fluorescence polarization, TAMRA-CDK5 oligo, single point; purified delta FosB; percent of positive-control signal above neutral wells; Protein FosB (Mus musculus), P13346; actives 0.99% (n = 340,000); activation, % at 25 µM; AID 493131, 2011;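 active = mean activation above about 17%, with every replicate also reaching it, limit read from the data, passing the limit was not always enough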;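 note: fluorescence polarization rise as delta FosB binds a TAMRA Cdk5 AP-1 oligo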
Target sequence (P13346 whole entry, looked up): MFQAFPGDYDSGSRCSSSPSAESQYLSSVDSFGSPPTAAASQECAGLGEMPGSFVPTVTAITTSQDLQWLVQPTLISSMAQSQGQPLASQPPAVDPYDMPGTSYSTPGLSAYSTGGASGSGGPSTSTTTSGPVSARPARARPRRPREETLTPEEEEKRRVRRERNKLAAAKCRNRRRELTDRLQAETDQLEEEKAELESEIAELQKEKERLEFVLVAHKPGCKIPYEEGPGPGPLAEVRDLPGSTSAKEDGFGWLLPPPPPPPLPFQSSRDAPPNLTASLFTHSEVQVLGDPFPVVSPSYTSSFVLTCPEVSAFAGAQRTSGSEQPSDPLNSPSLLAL
PfHsp90 set2 = growth inhibition of PfHsp90-expressing yeast, primary screen, antimalarial PfHsp90 inhibitor project, S. cerevisiae, BacTiter-Glo luminescence, single point, set 2. actives 0.32% (n = 310,000). BacTiter-Glo ATP, 48 h; yeast lacking PDR1 and PDR3 efflux regulators. inhibition, % at 9.4 µM;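 active = every replicate shows inhibition above about 80%, whatever the replicate mean, limit read from the data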;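 note: 0% = DMSO neutral controls and 100% = 20 µM radicicol positive controls; yeast relying on Plasmodium falciparum Hsp90 in place of its own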
CAL PDZ FP-1 = untagged CAL PDZ binding inhibitors, primary screen, biochemical, fluorescence polarization, HTS; AID 602252, 2012; actives 0.92% (n = 300,000); purified CAL PDZ, TMR-peptide fluorescence polarization, 1 h; Golgi-associated PDZ and coiled-coil motif-containing protein (Homo sapiens), Q9HD26; inhibition, % at 24.9 µM;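 active = mean inhibition of at least 30% with at least half of replicates also reaching 30%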;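 note: 0% = DMSO neutral control and 100% = excess unlabeled competitor peptide PRC23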
CAL PDZ FP-2 = CAL PDZ peptide-binding inhibitors, primary screen, biochemical, fluorescence polarization, Cer-tagged CAL PDZ, HTS; AID 504414, 2011; purified CAL PDZ, TMR-peptide fluorescence polarization, 1 h; actives 0.02% (n = 330,000); Golgi-associated PDZ and coiled-coil motif-containing protein (Homo sapiens), Q9HD26; inhibition, % at 20 µM;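 active = highest replicate inhibition of at least 40%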;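 note: plate controls were DMSO neutral control wells for no effect and unlabeled competitor peptide control wells for full effect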
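Test system: tagged CAL PDZ domain / Buffer or medium: sodium phosphate/NaCl buffer pH 7.4 with TCEP, IgG, Thesit / Reagent: TMR-labelled reporter peptide T*-PRC34 bound in PDZ groove / Compound dosing: single point, 20 µM / Schedule: 1 h incubation at room temperature before polarization reading / Technique: fluorescence polarization (mP) / Benchmarks: unlabelled peptide, DMSO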
Starred values were filed as active, the others as inactive; nt = not tested or not shown.

1	CCN(CC)CCCNC(=O)c1cc2c(Cl)nc3ccccc3c2s1
2	C#CNC(=O)C1(CC=C)CCNCC1
3	Cc1cccc(Oc2ccccc2NC(=O)CSCC(=O)Nc2cc(C)on2)c1
4	O=C(CCCC(=O)N1CCN(c2ccc([N+](=O)[O-])cc2)CC1)c1ccccc1
5	COc1ccc(/C=N/N2CCN(c3ccc(Cl)cc3)CC2)cc1
6	C=CCN1C(c2ccc(Br)cc2)=CS/C1=C(/C#N)c1nnc(N2CCOCC2)n1-c1ccccc1
7	Cn1c(SCC(=O)NC2CCCCC2)nnc1-c1ccccc1O
8	CC(=O)c1cccc(NC(=O)C(C)OC(=O)CN2C(=O)NC(C)(C)C2=O)c1 (stereo unspecified)
screen / no.	1	2	3	4	5	6	7	8
PvdQ inh	-21	-15	-8	0	-1	-5	-18	2
NSD2 inh	80*	nt	2	2	-1	8	0	-4
Rtt109 HAT inh	-2	4	-2	1	-9	-3	-2	4
MITF TRPM1 HTS	8	9	-20	-10	nt	-4	8	7
SR-BI uptake up	-22	2	0	2	-14	-17	nt	-3
SR-BI DiI inh	22	-2	0	-2	14	17	-23	3
dFosB act	-69	4	-13	-9	-6	-14	2	1
PfHsp90 set2	6	12	nt	-1	-9	5	13	nt
CAL PDZ FP-1	-3	0	-2	3	nt	-4	-5	-2
CAL PDZ FP-2	-8.2	0.4	-1.9	-2.5	-0.6	-1.9	-2.6	0.7

9	COc1ccc(N2CCN(CC(O)COCc3ccccc3)CC2)cc1 (stereo unspecified)
10	O=C(NC1CCCc2ccccc21)c1ccc(=O)[nH]c1 (stereo unspecified)
11	CCc1sc(C(=O)NC(C)C2CCCO2)cc1Br (stereo unspecified)
12	CCc1ncc(C)nc1CC
13	CN(Cc1cnccn1)C(=O)c1cc(COc2cccc(C(F)(F)F)c2)on1
14	CSc1ccc(S(=O)(=O)NCCCn2ccnc2)cc1
15	COc1cccc(-c2nc(CS(=O)CC(=O)NCc3ccccc3)c(C)o2)c1 (stereo unspecified)
16	COc1ccc(/C=C2\SC(c3ccc(C)cc3)=NC2=O)cc1OC
screen / no.	9	10	11	12	13	14	15	16
PvdQ inh	-12	8	0	-10	2	-10	-11	-4
NSD2 inh	-6	0	2	nt	-3	3	nt	1
Rtt109 HAT inh	-10	0	6	-12	0	-1	-3	-9
MITF TRPM1 HTS	-3	5	1	10	32	nt	12	-2
SR-BI uptake up	4	3	-16	1	15	9	43	31
SR-BI DiI inh	-4	-3	16	-1	-15	-9	-43	-31
dFosB act	-5	-4	1	-1	-6	-2	-7	-20
PfHsp90 set2	10	-4	20	3	10	-48	2	-24
CAL PDZ FP-1	-3	-3	-2	1	5	-2	0	-3
CAL PDZ FP-2	0.2	-1.4	-0.3	0.9	-1.4	13	-0.9	0.6

17	COc1ccc(C(=O)OCC(=O)NC2CCCC2)cc1OC
18	CCCCN(CC(=O)Nc1c(C)cccc1CC)C(=O)SCC
19	CC(C)(C)C1CCC(OC(=O)CN2CCOCC2)CC1 (stereo unspecified)
20	CCC(=O)NC(=S)NNC(=O)c1ccc([N+](=O)[O-])cc1
21	NC(=O)C1CC(O)CN1c1nc(CN2CCOCC2)nc2scc(-c3ccccc3)c12 (stereo unspecified)
22	CC1CCC(O)(C(C(=O)O)c2ccccc2)CC1 (stereo unspecified)
23	NC(=O)c1nsc(C(=O)N(Cc2cccnc2)C(C(=O)NCc2ccc(F)cc2)c2ccc(F)cc2)c1N (stereo unspecified)
24	Cc1ccccc1N(C(=O)c1cccs1)c1nc2ccccc2s1
screen / no.	17	18	19	20	21	22	23	24
PvdQ inh	-14	-12	-7	-16	-7	-10	14	2
NSD2 inh	-9	0	-2	9	0	0	-3	-6
Rtt109 HAT inh	5	-5	2	0	6	5	0	-6
MITF TRPM1 HTS	11	-8	18	-6	nt	10	-5	-3
SR-BI uptake up	11	8	10	17	36	4	5	-16
SR-BI DiI inh	-11	-8	-10	-17	-36	-4	-5	16
dFosB act	-5	-2	-10	1	-12	4	-14	-4
PfHsp90 set2	-5	17	-1	-11	-25	-12	-13	-6
CAL PDZ FP-1	-3	-5	0	nt	-3	-1	-3	0
CAL PDZ FP-2	-0.8	0.0	-2.2	-0.7	-0.6	-0.3	-2.2	-2.7

Some of the entries so far, with two lines to a compound.
The line under a structure holds: PvdQ inh, NSD2 inh, Rtt109 HAT inh, MITF TRPM1 HTS, SR-BI uptake up, SR-BI DiI inh, dFosB act, PfHsp90 set2, CAL PDZ FP-1, CAL PDZ FP-2
18	CCCCN(CC(=O)Nc1c(C)cccc1CC)C(=O)SCC
 : -12, 0, -5, -8, 8, -8, -2, 17, -5, 0.0
19	CC(C)(C)C1CCC(OC(=O)CN2CCOCC2)CC1 (stereo unspecified)
 : -7, -2, 2, 18, 10, -10, -10, -1, 0, -2.2
20	CCC(=O)NC(=S)NNC(=O)c1ccc([N+](=O)[O-])cc1
 : -16, 9, 0, -6, 17, -17, 1, -11, nt, -0.7
21	NC(=O)C1CC(O)CN1c1nc(CN2CCOCC2)nc2scc(-c3ccccc3)c12 (stereo unspecified)
 : -7, 0, 6, nt, 36, -36, -12, -25, -3, -0.6
22	CC1CCC(O)(C(C(=O)O)c2ccccc2)CC1 (stereo unspecified)
 : -10, 0, 5, 10, 4, -4, 4, -12, -1, -0.3
23	NC(=O)c1nsc(C(=O)N(Cc2cccnc2)C(C(=O)NCc2ccc(F)cc2)c2ccc(F)cc2)c1N (stereo unspecified)
 : 14, -3, 0, -5, 5, -5, -14, -13, -3, -2.2
24	Cc1ccccc1N(C(=O)c1cccs1)c1nc2ccccc2s1
 : 2, -6, -6, -3, -16, 16, -4, -6, 0, -2.7

(continued)
25	O=C(Nc1ccc(Oc2ccccc2)nc1)C1CCCCN1Cc1ccc(O)cc1 (stereo unspecified)
26	CCOC(=O)c1sc(NC(=O)C(OC(C)=O)c2ccccc2)nc1C (stereo unspecified)
27	CCc1ccc(-n2c(=O)c3c(C)c(C(=O)N(C)C)sc3n(CC(=O)NCC3CCCO3)c2=O)cc1 (stereo unspecified)
28	CCOC(=O)CCC(NC(=O)c1cncc(O)c1)C(=O)OCC (stereo unspecified)
29	CCOc1ccc(NC(=O)c2nnn(CC(=O)Nc3ccccc3OCC)c2N)cc1
30	Cc1c(O)c2cccnc2[nH]c1=O
31	CCN(CC)CCn1c(=S)[nH]c2ccc(Br)cc2c1=O
32	CCCCOc1ccc(C(O)C(CN2CCCCC2)c2ccccc2)cc1 (stereo unspecified)
screen / no.	25	26	27	28	29	30	31	32
PvdQ inh	-5	-7	-3	3	-10	8	-17	-17
NSD2 inh	22	-3	-3	-1	nt	-2	6	-1
Rtt109 HAT inh	4	0	1	6	0	15	-4	-2
MITF TRPM1 HTS	-4	9	2	nt	14	6	-2	6
SR-BI uptake up	2	31	13	-8	-70	-4	20	19
SR-BI DiI inh	-2	-30	-13	8	70	4	-20	-19
dFosB act	-5	-4	-6	8	-7	2	3	1
PfHsp90 set2	13	-27	-5	26	-5	-1	-4	13
CAL PDZ FP-1	-3	-3	-7	6	0	-1	87*	0
CAL PDZ FP-2	-1.4	-1.8	-0.3	-0.1	-0.9	-2.0	4.0	-0.2

33	CCCOc1ccccc1N1C(=O)CC(N(O)c2ccccc2)C1=O (stereo unspecified)
34	CN(C)C(=S)SCCn1c(N)nc(N(C)C)nc1=O
35	CC1CC(=O)N(CC(=O)Nc2ccc3c(c2)OCCO3)c2ccccc2S1 (stereo unspecified)
36	Cc1nc2ccc([N+](=O)[O-])cc2s1
37	CCCCOc1ccc(CNC(=O)NS(=O)(=O)c2ccc(OCC(C)C)cc2)cc1
38	COc1ccc(CN2C(=O)C(C)Nc3ncnc(N4CCOCC4)c32)cc1 (stereo unspecified)
39	O=C(NCC1CCCO1)c1cc2c(s1)CCCC2 (stereo unspecified)
40	O=C(NCc1ccco1)c1cccc(S(=O)(=O)N2CCN(Cc3ccccc3)CC2)c1
screen / no.	33	34	35	36	37	38	39	40
PvdQ inh	-11	-19	7	-11	-14	-6	-21	0
NSD2 inh	3	16	5	-2	1	nt	4	1
Rtt109 HAT inh	-11	9	0	4	2	2	-5	2
MITF TRPM1 HTS	3	1	4	-8	nt	-13	72	6
SR-BI uptake up	-13	10	1	-1	-20	-4	-4	2
SR-BI DiI inh	13	-10	-1	1	20	4	4	-2
dFosB act	-8	-3	1	5	-3	-7	-10	-9
PfHsp90 set2	-12	4	23	-3	46	-12	-8	-15
CAL PDZ FP-1	-1	nt	0	4	-4	-2	-6	-5
CAL PDZ FP-2	-1.5	-0.7	-1.1	0.0	-0.4	-0.6	-1.0	-1.9

41	CSCCC(NC(=O)c1ccccc1Cl)C(=O)NCCOc1ccccc1 (stereo unspecified)
42	CCc1ccc(NC(=O)c2ccccc2Br)cc1
43	CCN(CC)S(=O)(=O)c1ccc(NC(=O)c2ccc(N(C)S(C)(=O)=O)cc2)cc1
44	CC(C)CC1(C(=O)NCCc2c[nH]c3ccccc23)C=CCN1C(=O)c1ccccc1 (stereo unspecified)
45	O=C(NCCCN1CCOCC1)c1cc(S(=O)(=O)N2CCOCC2)c(Cl)cc1Cl
46	COc1cccc(CNC(=O)c2cccc(NC(=O)CC3SC(N4CCCCC4)=NC3=O)c2)c1 (stereo unspecified)
screen / no.	41	42	43	44	45	46
PvdQ inh	7	11	4	2	0	-12
NSD2 inh	0	nt	14	nt	-3	3
Rtt109 HAT inh	13	0	2	-3	-5	0
MITF TRPM1 HTS	-5	50	nt	0	0	-23
SR-BI uptake up	2	3	-17	3	-8	-24
SR-BI DiI inh	-2	-3	17	-3	8	24
dFosB act	-11	-8	-9	-12	-3	-13
PfHsp90 set2	nt	-1	37	-40	2	11
CAL PDZ FP-1	-1	nt	-4	-5	nt	2
CAL PDZ FP-2	-2.7	0.5	-1.8	-0.1	-0.8	-5.1

Bioassay records deposited in PubChem BioAssay by Broad Institute.

The order is random; any-hit rate near 4.3%.
